TDP-43 yeast inh = inhibitors of TDP-43 toxicity in yeast. TDP-43 expressing yeast growth rescue, BacTiter-Glo, 24 h. 410,000 tested, 1.8% active. Potency, µM (titrated, usually from 46.1 µM), for the others: at the top dose growth rescue (activation), actives largely listed as activators; further: % of control where 0% means no effect; nearly all actives have a fitted effect of over 50% in size
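Yeast expressing TDP-43 (pregrown in raffinose, seeded at OD600=0.02 in galactose medium) exposed to compounds 24 hr at 30 deg C. Growth read by BacTiter-Glo luminescence; rescue of toxicity appears as increased signal.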
EPAC2 antagonist = blocks human EPAC2 exchange factor; Potency, µM (series often up to 114 µM), for the others: at the highest dose activity, negative = inhibition, usual class: inhibitors; EPAC2 GEF exchange of Rap1B-BODIPY-GDP, fluorescence; Q8WZA2; 360,000 tested, 0.18% active; further: on the % scale 0 is the no-effect control and ±100 the full control effect; nearly all actives have a fitted effect of over 45% in size; many of its hits are not listed in these tables
Target sequence (Q8WZA2 whole entry, looked up): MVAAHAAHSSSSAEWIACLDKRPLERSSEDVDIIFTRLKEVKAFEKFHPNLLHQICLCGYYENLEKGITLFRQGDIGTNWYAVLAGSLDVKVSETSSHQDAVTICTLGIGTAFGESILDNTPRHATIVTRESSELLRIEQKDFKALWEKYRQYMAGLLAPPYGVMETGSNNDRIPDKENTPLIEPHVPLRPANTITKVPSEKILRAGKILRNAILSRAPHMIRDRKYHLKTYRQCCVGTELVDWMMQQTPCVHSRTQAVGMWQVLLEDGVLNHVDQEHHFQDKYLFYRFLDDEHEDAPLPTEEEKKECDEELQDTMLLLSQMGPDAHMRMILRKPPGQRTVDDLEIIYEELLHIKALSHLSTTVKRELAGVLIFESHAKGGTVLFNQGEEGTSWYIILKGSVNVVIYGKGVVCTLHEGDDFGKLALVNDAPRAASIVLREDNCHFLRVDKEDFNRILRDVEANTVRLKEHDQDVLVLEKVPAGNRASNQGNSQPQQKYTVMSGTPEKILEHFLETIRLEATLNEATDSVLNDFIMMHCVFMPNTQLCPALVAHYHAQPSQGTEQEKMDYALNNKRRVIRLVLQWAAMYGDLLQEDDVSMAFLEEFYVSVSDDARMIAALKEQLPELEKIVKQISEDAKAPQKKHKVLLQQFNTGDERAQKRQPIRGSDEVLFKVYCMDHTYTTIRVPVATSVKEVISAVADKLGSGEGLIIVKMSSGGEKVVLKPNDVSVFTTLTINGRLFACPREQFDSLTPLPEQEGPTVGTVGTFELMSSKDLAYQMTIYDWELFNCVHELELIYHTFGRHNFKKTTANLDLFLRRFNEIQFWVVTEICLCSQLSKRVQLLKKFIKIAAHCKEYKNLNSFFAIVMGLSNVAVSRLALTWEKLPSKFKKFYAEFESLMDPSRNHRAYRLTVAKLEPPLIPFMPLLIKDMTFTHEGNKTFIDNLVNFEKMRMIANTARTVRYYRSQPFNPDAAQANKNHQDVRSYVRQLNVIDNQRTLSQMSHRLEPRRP
PTHR1 agonist = agonists of human PTHR1 parathyroid hormone receptor; Potency, µM (series often up to 115 µM), for the others: at the highest dose activation, hits mostly activators; Q03431; HEK293 GP2 PTHR1 cells, GloSensor cAMP luminescence, 1 h; 410,000 tested, 0.075% active; AID 743266; further: nearly all actives have a fitted effect of over 55% in size; some results filed as inactive show a strong effect at the top dose; inactives centre near -15; many of its hits are not listed in these tables
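HEK-293-derived GP2 cells expressing PTHR1 and a GloSensor cAMP reporter, 3,000/well, plated overnight, given luciferin plus IBMX (each 0.5 mM as added) for 1 h at 37 °C, then compound for 1 h at 37 °C. Luminescence was read after 15 min at room temperature.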
aSyn yeast inh = alpha-synuclein toxicity inhibition in yeast. AID 652106. 370,000 tested, 0.14% active. Potency, µM (doses to about 46.1 µM), inactives show at the highest dose growth rescue (activation), most hits filed as activators. Yeast expressing alpha-synuclein, growth rescue, BacTiter-Glo, 24 h; further: % of control where 0% means no effect; nearly all actives have a fitted effect of over 65% in size
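Readout is rescue of growth in alpha-synuclein-expressing yeast, so inhibitors of toxicity appear as activators. Growth after 24 hr at 30 deg C in galactose medium is quantified by luminescence.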
EPAC1 ag = agonists of human EPAC1; 360,000 tested, 0.073% active; O95398; Potency, µM (series often up to 154 µM), without a hit: top-dose activation, actives largely listed as activators; EPAC1 agonist qHTS, biochemical assay; response scale: 100% = response to 6.5 mM cAMP; further: nearly all actives have a fitted effect of over 60% in size
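Normalized to 6.5 mM cAMP, activity reflects EPAC1-catalysed release of BODIPY-GDP from Rap1B, followed kinetically over 30 min at 480 nm excitation, 540 nm emission. Reaction contained 100 nM EPAC1, 250 nM Rap1B-BODIPY-GDP, 50 uM GDP.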
EPAC2 ag = EPAC2 (human) agonism; 360,000 tested, 0.079% active; EPAC2 activation, biochemical qHTS; response scale: 100% = 6.5 mM cAMP response; Potency, µM (doses to about 154 µM), for the others: at the highest dose activation, actives largely listed as activators; Q8WZA2; further: nearly all actives have a fitted effect of over 50% in size
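Compounds were titrated in qHTS against a Rap1B-BODIPY-GDP (250 nM) complex with EPAC2 (100 nM) and GDP (50 uM). BODIPY-GDP release tracked at 480/540 nm over 30 min at room temperature, normalized to 6.5 mM cAMP.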
FUS suppressor = suppressors of FUS proteinopathy in yeast; S. cerevisiae FUS-expressing, growth rescue, OD600, 24 h; Potency, µM (doses to about 76.6 µM), inactives show at the top dose growth rescue (activation), actives largely listed as activators; 390,000 tested, 0.24% active; AID 1347120;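 further: plate controls were DMSO vehicle for no effect and reference control for full effect; nearly all actives have a fitted effect of over 55% in size; some results filed as inactive show a strong effect at the top dose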
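Steps: raffinose overnight preculture; dilution to OD 0.005 in 2% galactose minimal medium; compound addition (concentration series); 24hr at 30C, 99% humidity; absorbance read at 600 nm.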
EPAC1 antagonist = EPAC1 (human) antagonism; O95398; EPAC1 GEF assay, Rap1b-BODIPY-GDP exchange fluorescence; Potency, µM (titrated, usually from 115 µM), for inactives: top-dose activity change, negative = inhibition, actives largely listed as inhibitors; 360,000 tested, 0.14% active;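 further: plate controls were vehicle for no effect and positive control for full effect; nearly all actives have a fitted effect of over 50% in size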
* = called active by the depositor; i = inactive; ? = inconclusive; · = not tested or not shown; & = joins results of further samples; [ ] = remark or other dose. The call rests on the fitted dose curve; in most records, active means well fitted curve in the direction sought with a large enough effect; inconclusive means small, poorly fitted or top-dose-only effect, or another doubt; inactive means no such curve, though single readings can be large; an effect the other way counts as inactive or inconclusive. Potency means the concentration at half of the fitted maximal effect.

SMILES	TDP-43 yeast inh	EPAC2 antagonist	PTHR1 agonist	aSyn yeast inh	EPAC1 ag	EPAC2 ag	FUS suppressor	EPAC1 antagonist
CN(C)S(=O)(=O)c1ccc(C(=O)Nc2ccccc2C(=O)NCCCN2CCOCC2)cc1	10%	0%	i	0%	1%	5%	-9%	-5%
COc1ccc2cc(/C(C)=N/NC(=O)c3cc(-c4cccnc4)nc4ccccc34)ccc2c1	24%	7%	i	4%	0%	8%	14%	-22%
O=C(NC12CC3CC(CC(C3)C1)C2)c1ccccc1	14%	0%	-6%	7%	10%	7%	6%	9%
Cc1nc(NC(=O)c2ccc(Cl)cc2)nc2cc3c(cc12)OCO3	15%	0%	i	0%	1%	-6%	-4%	-14%
CCOC(=O)c1c(N)n(-c2ccccc2CC)c2nc3ccccc3nc12	-10%	·	i	-5%	·	·	-9%	·
CCn1cc(C(=O)O)c(=O)c2cc(F)c(N3CCN(C(=S)NC(=O)c4ccccc4F)CC3)cc21	-13%	-5%	-3%	-3%	5%	5%	11%	-1%
COc1ccc(S(=O)(=O)N2CCOCC2)cc1NC(=O)COc1ccccc1	6%	3%	-7%	-12%	0%	9%	30%	-28%
CC(C(=O)Nc1ccc2c(c1)OCO2)c1ccc([N+](=O)[O-])cc1 (configuration not stated)	13%	0%	-6%	-2%	4%	-3%	24%	5%
C=CCOc1nc(N2CCCC2)nc(N2CCCC2)n1	?	6%	i	12%	-3%	3%	21%	2%
O=C(NCCN1CCN(c2ccccc2)CC1)Nc1cccc(Cl)c1	7%	-2%	-10%	7%	-11%	-4%	-4%	-20%
COc1ccc(N(CC(=O)Nc2ccc(S(=O)(=O)N3CCOCC3)cc2)S(=O)(=O)c2ccccc2)cc1	16%	7%	-1%	8%	5%	2%	12%	3%
CC(=O)c1ccc(N2CCN(S(=O)(=O)c3ccc(-c4cc(C)no4)s3)CC2)cc1	-9%&20%	-7%	-1%	-4%	11%	0%	8%&-4%	7%
CCC(=O)N1CCN=C1SCc1cccc(F)c1	12%	-2%	-1%	-11%	6%	15%	-17%	-8%
CC(C)c1ccc(/C=C(\NC(=O)c2ccccc2)C(=O)NCCCN2CCOCC2)cc1	-14%	4%	i	0%	1%	3%	3%	15%
CCCCCCn1c(CN2CCC(C)CC2)nc2c1c(=O)n(C)c(=O)n2C	-19%	3%	-5%[57.5 µM]	4%	-2%	-2%	-15%	4%
Fc1ccc(-c2oncc2-c2nnnn2-c2ccccc2)cc1F	?	5%	i	0%	-7%	2%	0%	-2%
CC(C(=O)N1CCCc2ccccc21)N1C(=O)c2ccccc2C1=O (configuration not stated)	-1%	16%	-2%	-9%	-2%	4%	-14%	14%
CC(=O)NC(CC(=O)N(C)Cc1cccc(Cl)c1Cl)c1ccccc1 (configuration not stated)	-24%	1%	i	11%	-4%	-7%	15%	-11%
O=c1[nH]c2cc3c(cc2cc1C(c1nnnn1Cc1ccccc1)N1CCCc2ccccc21)OCO3 (configuration not stated)	-5%	-1%	i	5%	3%	7%	28%	7%
NC(Cc1ccccc1)c1csc(NC(=O)c2cccc(OC(F)(F)F)c2)n1 (configuration not stated)	19%	1%	-30%[inhibitor]	-28%	-21%	4%	23%	-29%
Cc1cc(C)c(S(=O)(=O)N2CCc3ccccc32)c(C)c1	-4%	?	i	7%	-4%	15%	0%	-22%
CC1CCCCN1CC(=O)c1c(N)n(Cc2ccccc2)c(=O)n(C)c1=O (configuration not stated)	1%	-1%	i	-4%	5%	18%	12%	0%
Cc1cccc(NC(=S)NC(=O)c2cc(-c3ccccc3)nc3ccccc23)c1	4%	0%	-7%	0%	8%	6%	14%	6%
C=CCN1C=C(C(=O)c2ccccc2)C(=O)CC1	2%	2%	i	6%	5%	5%	-7%	-1%
O=C1C2Sc3[nH]c(=O)sc3C(c3ccccc3)C2C(=O)N1c1ccccc1 (configuration not stated)	4%	0%	i	7%	9%	4%	37%	-5%
O=C(CSc1c2c(nc3cc(Cl)ccc13)CCCC2)NCc1ccco1	9%	15%	-6%	9%	2%	1%	?	?
O=C(O)COc1ccccc1Cc1ccccc1	0%	-7%	i	0%	-1%	5%	15%	0%
COc1ccc(NC(=O)CSc2nc3ncccc3[nH]2)cc1OC	10%	9%	-16%	·	-4%	8%	3%	2%
Cc1ccc(/C=C/C(=O)CCC(=O)O)cc1	3%	-3%	i	?	4%	5%	-5%	-3%
O=C(O)CCC(=O)Nc1ccc(Br)cc1C(=O)c1ccccc1	13%	-4%	i	8%	-7%	3%	-13%	-5%
CCCOc1cccc(-c2cc(C(=O)NN)c3ccccc3n2)c1	21%	-7%	i	-1%	6%	3%	·	-7%
CCC(=O)NC(c1ccccc1)c1c(O)ccc2ccccc12 (configuration not stated)	-4%	?	-16%	-1%	-2%	13%	-27%	-6%
COC(=O)/C=C/c1c(C)nc(NCc2ccccc2)nc1Cl	18%	2%	i	0%	6%	16%	18%	-10%
Cc1cc(Nc2cccc([N+](=O)[O-])c2)c2ccccc2n1	-17%	-5%	-6%	1%	6%	0%	4%	16%
CC1CCN(c2nc(N3CCCCC3)nc(N3CCCCC3)n2)CC1	-7%	-4%	-10%	-8%	12%	3%	-8%	-23%
COC(=O)Cc1nc2c(N)nc(N)nc2[nH]c1=O	-2%	5%	i	-5%	11%	15%	-21%	4%
O=C(CCSc1nccn1Cc1ccccc1)N1CCOCC1	-12%	8%	i	2%	4%	12%	-14%	4%
Cc1ccc(N(CC(=O)N/N=C/c2ccc(OC3CSC3)cc2)S(=O)(=O)c2ccccc2)c(C)c1	11%	-4%	i	1%	4%	12%	44%	-5%
CCOc1ccc(N2C(=O)CC(SCc3nc4ccccc4[nH]3)C2=O)cc1 (configuration not stated)	1%	-14%	-1%	?	-13%	-13%	-3%	-15%
COc1ccccc1NC(=S)NC1CCCCC1	?	2%	-18%	-3%	0%	-6%	·	3%
CC1=NNC(=O)C1CCC(=O)N/N=C(\C)c1ccccc1 (configuration not stated)	-20%	-14%	22%	-11%	5%	7%	9%	0%
Cc1onc(-c2c(Cl)cccc2Cl)c1C(=O)c1c[nH]c(C(=O)NCC2CCCO2)c1 (configuration not stated)	9%	-2%	-19%	-1%	-12%	5%	19%	-18%
CCCC(=NCc1ccccc1)C1=C(O)C(C(=O)OC)C(C)(C)CC1=O (configuration not stated)	-16%	-2%	i	6%	1%	-3%	7%	16%
COc1ccc(-c2nc3n(c(=O)c2C#N)CCS3)cc1	1%	-4%	19%	5%	3%	13%	-8%	?
c1ccc(-c2noc(CSc3nnnn3-c3ccccc3)n2)cc1	?	-20%	i	-2%	14%	19%	5%	-1%
Fc1cccc(Nc2ncnc3sc4c(c23)CCC4)c1	?	3%	i	0%	-2%	6%	·	3%
CN1CCN(c2ccc(Nc3ccnc4cc(Cl)ccc34)cc2)CC1	·	-16%	1%	-1%	-6%	2%	32%	-28%
c1cc(N2CCOCC2)ccc1-c1ccc2nncn2c1	14%	-1%	-2%	4%	2%	8%	-9%	-6%
COc1ccc(-n2ccnc2SCC(=O)NC2CCCC2)cc1	18%	-6%	i	0%	10%	11%	-11%	-11%
O=C(CSc1nnc(-c2cccnc2)o1)Nc1ccc(F)cc1	?	-5%	-25%	4%	9%	7%	-13%	-6%
O=C(CCC(=O)N1CCN(c2ccccc2)CC1)Nc1nnc(C2CCCCC2)s1	-14%	12%	-10%	8%	0%	-2%	1%	-6%
COc1ccc(-c2nn(-c3ccccc3)cc2CNCc2cccnc2)c(F)c1	-11%	-6%	i	-4%	5%	5%	8%	2%
Cc1ccccc1OCC(=O)Nc1cccc(Cl)c1C	?	4%	i	0%	2%	10%	7%	2%
COc1cccc(NC(=O)CNC(=O)c2ccccc2)c1	-11%	-3%	-13%[57.5 µM]	0%	1%	9%	16%	-4%
CCOC(=O)C1=NN(c2ccc(F)cc2)C2=NC(C)=C(C(=O)OC)C(c3cccs3)N12 (configuration not stated)	-3%	-15%	-17%	-2%	5%	13%	21%	-7%
CCC12CN3CC(CC)(CN(C1)C3c1ccc(OC(C)C)cc1)C2=O (configuration not stated)	12%	1%	-7%[57.5 µM]	0%	0%	0%	4%	1%
CCNC(=O)C1(C)CCN(Cc2ccc(OC(F)(F)F)cc2)C1 (configuration not stated)	25%	-1%	-22%	2%	-10%	4%	-16%	-19%
COc1cc(NC(=O)CCc2nnc3ccc(N4CCC(C)CC4)nn23)cc(OC)c1	-2%	5%	i	-2%	-3%	-5%	42%	-9%
CC1CN(c2cc(=O)n(-c3ccccc3)c(=O)[nH]2)CC(C)O1 (configuration not stated)	?	1%	i	1%	1%	7%	-8%	7%
COC(=O)C(NC(C)=O)(Nc1ccc(Br)cc1)C(=O)OC	-19%	7%	-6%	-1%	1%	4%	-5%	0%
O=C(COC(=O)c1ccc(S(=O)(=O)NCc2ccco2)cc1)Nc1ncc(Cl)cc1Cl	0%	17%	i	12%	-4%	13%	14%	-7%
CCOc1ccc(C(=O)O/N=C(\N)c2ccccn2)cc1	13µM*	1%	-46%[inhibitor]	-48%[inhibitor]	5%	2%	-14%	-7%
CCn1c(SCC(=O)Nc2nnc(C)s2)nnc1C(C)NC(=O)c1ccccc1F (configuration not stated)	2%	0%	-10%	-6%	10%	8%	9%	13%

Reformatted with each value named: entries from further up.
molecule: CC1CN(c2cc(=O)n(-c3ccccc3)c(=O)[nH]2)CC(C)O1 (configuration not stated)
  TDP-43 yeast inh: ? | EPAC2 antagonist: 1% | PTHR1 agonist: i | aSyn yeast inh: 1% | EPAC1 ag: 1% | EPAC2 ag: 7% | FUS suppressor: -8% | EPAC1 antagonist: 7%
molecule: CCn1c(SCC(=O)Nc2nnc(C)s2)nnc1C(C)NC(=O)c1ccccc1F (configuration not stated)
  TDP-43 yeast inh: 2% | EPAC2 antagonist: 0% | PTHR1 agonist: -10% | aSyn yeast inh: -6% | EPAC1 ag: 10% | EPAC2 ag: 8% | FUS suppressor: 9% | EPAC1 antagonist: 13%
molecule: c1cc(N2CCOCC2)ccc1-c1ccc2nncn2c1
  TDP-43 yeast inh: 14% | EPAC2 antagonist: -1% | PTHR1 agonist: -2% | aSyn yeast inh: 4% | EPAC1 ag: 2% | EPAC2 ag: 8% | FUS suppressor: -9% | EPAC1 antagonist: -6%
molecule: CCOc1ccc(C(=O)O/N=C(\N)c2ccccn2)cc1
  TDP-43 yeast inh: 13µM* | EPAC2 antagonist: 1% | PTHR1 agonist: -46%[inhibitor] | aSyn yeast inh: -48%[inhibitor] | EPAC1 ag: 5% | EPAC2 ag: 2% | FUS suppressor: -14% | EPAC1 antagonist: -7%

Compound activity from PubChem.

This is a subset; rates above refer to the full screens.
